NTR1 ag: agonists of NTR1, primary screen, imaging, U2OS cells, beta-arrestin-GFP, high content (AID 493036) | P30989 | NTR1-U2OS beta-arrestin-GFP spot imaging, agonist mode | activation, % at 20 µM | actives 0.17% (n = 330,000);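 active = activation at or above 40% of the spot to cytoplasm intensity ratio, with at least 20 cells analyzed; inconclusive = wells under 20 cells, flagged as cytotoxic or low count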;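 also: 0% = DMSO without peptide and 100% = 100 nM NTR1 peptide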
Target sequence (P30989 whole entry, looked up): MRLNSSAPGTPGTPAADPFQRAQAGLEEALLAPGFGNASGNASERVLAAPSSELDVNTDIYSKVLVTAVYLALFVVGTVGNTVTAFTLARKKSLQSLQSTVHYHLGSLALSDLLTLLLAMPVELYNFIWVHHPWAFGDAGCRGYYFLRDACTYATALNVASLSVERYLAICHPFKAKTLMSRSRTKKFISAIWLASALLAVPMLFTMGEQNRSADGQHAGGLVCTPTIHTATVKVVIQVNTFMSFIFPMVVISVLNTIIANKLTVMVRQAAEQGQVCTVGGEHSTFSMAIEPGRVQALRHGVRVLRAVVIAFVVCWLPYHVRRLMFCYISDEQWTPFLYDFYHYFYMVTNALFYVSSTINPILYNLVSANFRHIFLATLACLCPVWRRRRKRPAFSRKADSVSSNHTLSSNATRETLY
Dengue-2 NS5 capping: Dengue-2 NS5 methyltransferase inhibitors, primary screen, biochemical, confirmation dose response (AID 588689); inhibition, % at 25 µM; hits with a dose series show IC50 in µM; Dengue-2 NS5 methyltransferase capping enzyme assay, biochemical; higher % means a stronger effect; actives 0.3% (n = 340,000); in the data active = a potency from the dose series; inconclusive = inhibition above about 29% without an active follow-up result
Yfh1-off respiration: enhancers of respiration in Yfh1-depleted yeast, dose response, Friedreich's ataxia, plus single-dose screen (AID 1465); fold induction at 50 µM; hits with a dose series show EC50 in µM; actives 0.074% (n = 220,000); S. cerevisiae Yfh1-off respiration, WST-1 reduction, 72 h; higher fold induction means a stronger effect;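 active = fold induction of absorbance versus untreated yeast above a set limit, then at least 30% activation at any dose in follow-up; inconclusive = repeats straddling the limit, or above it without dose testing; inactive = fold induction below the set limit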;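 also: activators that raise dye reduction in frataxin-depleted yeast; strong numbers were not always called active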
Large T inhibition: TAg ATPase/helicase activity blockers – biochemical (AID 1903); actives 0.39% (n = 310,000); inhibition, % at 20 µM; hits with a dose series show IC50 in µM; SV40 large T antigen ATPase/helicase inhibition assay; higher % means a stronger effect; in the data active = a potency from the dose series; inconclusive = inhibition mostly from about 32% at the one dose, without a potency; inactive = the rest, 99 in 100 with inhibition below about 32%; also: strong numbers were not always called active
GPR55 LPI antagonism: GPR55 antagonists blocking LPI-driven arrestin recruitment, primary screen, imaging, U2OS, beta-arrestin-GFP, LPI agonist (AID 2013); U2OS GPR55 beta-arrestin-GFP translocation imaging, LPI antagonism; higher % means a stronger effect; inhibition, % at 10 µM; hits with a dose series show IC50 in µM; actives 0.13% (n = 290,000);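 active = spots per cell inhibited over 60%, with over 100 cells counted and total cytoplasm intensity under 500,000; inconclusive = wells with under 100 cells, flagged as likely toxic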;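 also: U2OS cells stably carrying GPR55 and arrestin-GFP stimulated by 5 µM LPI near EC80; imaged beta-arrestin-GFP aggregate spots per cell after agonist stimulation; plate controls were LPI-stimulated DMSO wells for no effect and DMSO wells without LPI for full effect; some results filed as inactive read as strong as hits; confirmed hits need IC50 under 10 µM and bright autofluorescent wells are also inconclusive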
MgcRacGAP inhibition: MgcRacGAP GTPase-activating activity inhibitors, confirmation, biochemical, ADP Hunter fluorescence; MgcRacGAP-stimulated Rac1 GTP hydrolysis, ADP Hunter fluorescence; higher % means a stronger effect; GST-tagged Rac1 F28L mutant substrate; inhibition, % at 30 µM, or IC50 in µM where a hit was titrated; actives 0.6% (n = 340,000); AID 624330;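 active = first-screen hits whose inhibition reached a set limit at any dose in the follow-up dose series; inconclusive = inhibition above the set first-screen limit but never retested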;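 also: fluorescence reports GDP produced by GAP-driven GTP hydrolysis; strong numbers were not always called active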
AID2073: disruptors of CaV2.2 binding to Mint1 – biochemical, HTRF (AID 2073) | inhibition, % at 20 µM, or IC50 in µM where a hit was titrated | HTRF protein-protein interaction, Mint1-CaV2.2; higher % means a stronger effect | actives 0.19% (n = 290,000); in the data active = inhibition mostly above about 51%, no sharp cut-off; inconclusive = no clear call, values can overlap the other calls; inactive = mostly below about 53%; also: some results filed as inactive read as strong as hits
GPR35 antagonists: inhibition of zaprinast-stimulated GPR35 beta-arrestin translocation – imaging, U2OS, beta-arrestin-GFP, zaprinast agonist, primary screen (AID 2058) | actives 0.052% (n = 290,000) | U2OS GPR35 beta-arrestin-GFP translocation imaging, zaprinast antagonism; higher % means a stronger effect | inhibition, % at 10 µM, or IC50 in µM where a hit was titrated;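 active = inhibition of at least 50% with at least 30 cells and total cytoplasm GFP at most 10,000,000; inconclusive = under 30 cells or total GFP of 10,000,000 plus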
GPR55 beta-arrestin: GPR55 agonists via beta-arrestin recruitment, primary screen, imaging, U2OS cells, beta-arrestin-GFP redistribution (AID 1961). actives 0.048% (n = 290,000). U2OS GPR55 beta-arrestin-GFP redistribution imaging; higher % means a stronger effect. activation, % at 10 µM, or EC50 in µM where a hit was titrated;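 active = activation above 40% with more than 50 cells counted in the well; inconclusive = wells holding fewer than 50 cells, flagged as toxic or sparse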;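 also: U2OS osteosarcoma cells stably expressing GPR55 and beta-arrestin-GFP; plate controls were DMSO negative control for no effect and LPI positive control for full effect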
NTR1 ag cell count 20 µM: further read-out of NTR1 ag, marked with its call; cell count; measured here: cell count, cytotoxicity flag
Dengue-2 NS5 capping pilot replicate: further read-out of Dengue-2 NS5 capping, marked with its call; inhibition, %; measured here: pilot screen replicate inhibition
The depositor's hits bear a star; i = inactive; ? = inconclusive; . = no result given.

SMILES	NTR1 ag	NTR1 ag cell count 20 µM	Dengue-2 NS5 capping	Yfh1-off respiration	Large T inhibition	GPR55 LPI antagonism	MgcRacGAP inhibition	AID2073	GPR35 antagonists	GPR55 beta-arrestin	others
NNC(=O)c1cc2c(ccc3ccccc32)o1	0.2	35	1%	i	12%	9%	2%	2%	12%	-0.1%
Cn1c(CNC(=O)c2ccccc2F)nnc1SCC(=O)N1CCN(c2ccccc2)CC1	1.3	56	7%	i	8%	18%	2%	8%	-6%	-0.1%
CC1(C)CCc2c([nH]c3ccccc3c2=O)O1	-0.2	84	-4%	i	1%	7%	-10%	5%	17%	0.3%
CCN(CC)CCCNC(=O)C1CCN(c2ncnc3c2sc2cccc(F)c23)CC1	0.2	69	-16%	i	17%	3%	22%	0%	0%	-0.1%
O=C(CNC(=O)c1ccc(Br)cc1)NCCc1nc2ccccc2[nH]1	0.7	52	-5%	i	3%	-8%	3%	4%	-2%	-0.1%
C=CCn1c(N2CCCC2)nc2c1c(=O)[nH]c(=O)n2C	0.1	47	-2%	i	0%	-4%	2%	-8%	3%	-1.0%
C/C(=N/NC(=O)c1cccs1)c1c(C)[nH]n(-c2nc3ccccc3s2)c1=O	-2.1	67	14%	i	0%	1%	9%	0%	-18%	-0.4%
CC(=O)Nc1cc(-c2nn(C)c(=O)c3ccccc23)ccc1N1CCOCC1	0.4	80	-9%	.	3%	-1%	3%	-3%	12%	-0.1%
C/C(=N\NC(=O)c1ccccc1C)c1cccnc1	0.6	43	-7%	.	-7%	-6%	-5%	7%	-2%	0.3%
COCCN1CCn2c(nc3cc(NC(C)=O)ccc32)C1	-1.0	84	5%	.	8%	2%	13%	10%	1%	-0.3%
CCN1CCN(c2nc3c(c(=O)[nH]c(=O)n3C)n2Cc2ccccc2F)CC1	-0.1	66	-5%	.	6%	-20%	3%	1%	0%	-0.2%
Cc1cccc2c1c(N=NC(N)=S)c(O)n2C1OC(CO)C(O)C(O)C1O (stereo not drawn)	0.1	69	-5%	.	10%	-13%	-3%	-16%	-7%	0.3%
CCOC(=O)C1C(=O)NC(N2CCCCC2)=NC1c1ccccc1 (stereo not drawn)	0.7	82	2%	i	5%	-1%	0%	-4%	-4%	-0.1%	Dengue-2 NS5 capping pilot replicate=-1.8
CSc1ncccc1C(=O)OCC(=O)N1CCOCC1	-1.5	35	5%	i	6%	16%	2%	-8%	4%	-0.2%
Cc1cc(C(c2nnnn2Cc2ccccc2)N2CCOCC2)c(C)n1-c1ccc2c(c1)OCO2 (stereo not drawn)	3.1	41	6%	i	8%	3%	24%	-12%	3%	0.3%
CCCCCCc1cc2cc(C(=O)OCC)c(=O)oc2cc1O	18	60	1%	i	16%	-11%	1%	21%	-8%	0.1%
COCCNCc1ccc(C(C)C)cc1	2.3	89	-7%	i	13%	5%	11%	-11%	-21%	-0.1%
Cc1ccc(S(=O)(=O)N(CC(=O)N2CCN(c3ccccc3F)CC2)C2CCCCC2)cc1	3.3	84	-1%	i	18%	16%	6%	5%	-10%	-0.1%
Cc1cc(NC(=O)CCC2COc3ccccc3O2)no1 (stereo not drawn)	-0.8	67	5%	i	0%	6%	7%	-7%	-4%	0.4%
Cc1ccc(C)c(NC(=O)C2CCCN(S(=O)(=O)c3c(C)noc3/C=C/N(C)C)C2)c1 (stereo not drawn)	0.5	44	-11%	.	6%	-1%	10%	-2%	-4%	-0.2%
COc1ccc(Cl)cc1NC(=O)CN1C(=O)CCS(=O)(=O)c2ccccc21	.	.	-2%	i	5%	16%	14%	13%	4%	-0.1%
CCN1CCN(c2nc(N)c([N+](=O)[O-])c(Nc3ccc(C)c(C)c3)n2)CC1	10	70	-8%	i	21%	5%	6%	2%	-9%	0.1%
CCN1CCN(C(=O)c2cn(CC)c3ccc(S(=O)(=O)N(C)C)cc3c2=O)CC1	-1.5	56	-4%	i	2%	3%	3%	-1%	6%	-0.4%
c1cc2c(c(NCc3ccncc3)c1)CCCC2	-2.6	98	3%	.	0%	-4%	5%	0%	-14%	-0.1%
Cc1cccc(N=C2Sc3nc4c(C)c(C)ccc4cc3CN2CCN2CCOCC2)c1	12	62	-5%	i	3%	-5%	15%	-14%	-9%	0.0%
O=S(=O)(c1cccc(-c2csc(-c3ccccc3)n2)c1)N1CCOCC1	6.0	66	-2%	i	-9%	-1%	5%	23%	9%	0.8%
O=C(CN1C(=O)C2CC=CCC2C1=O)Nc1nc2ccccc2[nH]1 (stereo not drawn)	-1.4	86	-1%	i	18%	5%	7%	2%	-8%	0.0%
CN(C)c1cc(Cl)c2nonc2c1N	-1.1	81	49%	i	?	0%	-6%	-50%	-5%	0.0%
CCC(=O)Nc1ccc(C(=O)COC(=O)C(CCSC)NC(=O)COc2ccccc2)cc1 (stereo not drawn)	2.0	54	-10%	.	20%	.	2%	.	.	.
CCOc1cc(C)c(Cl)cc1S(=O)(=O)NC1CC(C)(C)NC(C)(C)C1	1.0	34	-4%	i	7%	4%	-1%	5%	-4%	0.0%
NC(=O)c1nn(-c2ccccc2)c(=O)cc1O	0.4	101	6%	i	-1%	23%	-11%	-5%	22%	0.3%	Dengue-2 NS5 capping pilot replicate=0.3
CCOC(=O)c1cnc(-n2nc(C)cc2C)nc1NNc1cc(C)nc(-c2ccccc2)n1	.	.	-7%	i	10%	15%	-10%	18%	1%	0.1%
COc1ccc(S(=O)(=O)NCC(=O)N(CC(=O)NCc2ccco2)Cc2ccc(F)cc2)cc1	0.1	65	0%	.	7%	-2%	1%	2%	3%	.
COC(=O)C1=CN(C(C)C)C=C(C(=O)OC)C1c1cccc(OC)c1	3.3	32	-3%	.	8%	10%	7%	24%	13%	0.0%
COCCC(=O)N1CCC(n2nccc2NC(=O)c2ccccc2C)CC1	-0.6	43	-5%	.	27%	7%	8%	8%	1%	0.2%
CC(C)C(C)NC(=O)COC(=O)c1cc(S(=O)(=O)N(C)C)ccc1N1CCCC1 (stereo not drawn)	-0.6	33	.	i	2%	0%	.	1%	3%	-0.4%
O=C(CNC(=O)c1ccc(Br)o1)NNC(=O)c1cccc(Cl)c1	-0.5	68	-2%	.	5%	.	6%	.	.	.
CC1(C)CC(=O)c2c(oc3ccc(NS(=O)(=O)c4ccc(C(=O)O)cc4)cc23)C1	-1.3	94	0%	i	13%	-6%	7%	5%	0%	-0.4%
CCOc1ccc(CSC(CC(=O)O)C(=O)O)cc1 (stereo not drawn)	-0.8	34	9%	i	14%	7%	6%	0%	2%	-0.1%
COc1cc(SC)ccc1C(=O)OCC(=O)NCCNC(=O)COC(=O)c1ccc(SC)cc1OC	-1.1	44	2%	.	31%	7%	7%	-2%	-1%	0.3%
O=C(CSc1nnc(-c2c[nH]c3ccccc23)o1)c1ccccc1	3.1	48	-2%	i	4%	3%	0%	26%	4%	0.2%
Cc1[nH]c(=O)[nH]c(=O)c1S(=O)(=O)N1CCCC(C(=O)NCCc2ccccc2)C1 (stereo not drawn)	-0.2	49	5%	i	0%	-2%	9%	-1%	6%	0.0%
CC(=O)Nc1ccc(-c2csc(NCc3ccccc3)n2)cc1	1.5	54	-6%	i	5%	25%	9%	2%	-10%	-0.1%
COc1ccc(C(=O)NCC(C)NC(=O)c2ccc(OC)c(OC)c2)cc1OC (stereo not drawn)	1.2	46	10%	.	-2%	.	12%	.	.	.
CCN(CC)CCCNC(=O)CSc1nc(-c2cccs2)cc(C(F)(F)F)n1	-0.4	83	2%	i	-3%	-7%	2%	-4%	3%	0.4%
COc1cc2c(cc1OC)CN(c1ccc3ccccc3n1)CC2	2.1	47	0%	.	12%	-11%	8%	14%	11%	-0.2%
FC(F)(F)c1cccc(NCc2n[nH]c(=S)n2C2CCCCC2)c1	0.1	39	-8%	i	8%	6%	-2%	-4%	20%	1.0%
CN(C)c1ccc(/C=N\S(=O)(=O)c2ccccc2)cc1	1.0	60	-2%	i	2%	10%	13%	2%	10%	0.6%
Cc1ccc(NC2CCCN(C(=O)c3ccc4nccnc4c3)C2)cc1C (stereo not drawn)	1.0	53	-1%	.	17%	3%	10%	4%	-1%	-0.1%
O=C(NCC1CCCO1)Nc1cccc(Cl)c1 (stereo not drawn)	-0.4	68	-5%	i	5%	20%	-2%	-5%	11%	-0.1%
CCOC(=O)C(C(=O)OCC)C(=O)c1cc(OC)c(OC)c(OC)c1	-0.5	72	-2%	i	-9%	-14%	-4%	8%	6%	-0.2%
COc1ccc(-c2cc(=O)oc3cc(OCC(C)=O)ccc23)cc1	3.3	49	3%	i	9%	9%	4%	14%	3%	0.3%
CC(C)Cn1c(CN2CCN(C)C(CCO)C2)nc2ccccc21 (stereo not drawn)	-0.6	55	-3%	.	10%	16%	1%	5%	-6%	-0.2%	Dengue-2 NS5 capping pilot replicate=-0.3
CCC(=O)N1CCc2cc(OC)c(OC)cc2C1COc1ccc(F)cc1 (stereo not drawn)	-0.6	93	0%	.	9%	3%	8%	-5%	2%	0.0%
CCCN(CCC)CCNC(=O)c1cc2c(=O)n(C)c3ccccc3c2n1C	4.3	51	-1%	i	3%	11%	14%	28%	-13%	-0.3%
O=C(CNC(=O)c1ccco1)Nc1ccc2c(c1)OCCO2	0.1	61	-9%	.	3%	.	0%	.	.	.
CCCCC(=O)N1CC(=O)Nc2ccc(F)cc2C1c1ccc(F)cc1 (stereo not drawn)	-0.8	53	-1%	.	0%	2%	12%	-3%	-4%	-0.1%
CN(C)CCCN(C(=O)c1ccc2c(c1)OCCO2)c1nc2cc3c(cc2s1)OCO3	1.3	58	2%	.	9%	16%	10%	3%	-1%	0.3%
O=S(=O)(Nc1cccc(CCc2ccccn2)c1)c1cc(Cl)ccc1Cl	1.2	54	6%	i	5%	1%	9%	-5%	-12%	0.3%

Screening results as filed in PubChem BioAssay.
